MC4R antagonist: human MC4R antagonism in cAMP assay | P32245 | MC4R-expressing cells, MTII-stimulated cAMP, LANCE TR-FRET | inhibition, % at 6.5 µM | hit rate 0.48% among 360,000 | AID 540295;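 active = inhibition above its plate's cutoff, the mean of tested wells on that plate plus 3 SD, cut at about 29% in these data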;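 also: 0% = Melanotan II alone and 100% = Melanotan II plus saturating MCL0020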
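System: U2OS cells stably expressing human melanocortin 4 receptor (MC4R). Reagent: Melanotan II challenge after compound preincubation. Doses: 6.5 µM. Times: 30-min compound, 1-h challenge, 1-h detection, room temperature. Measured by: TR-FRET with Eu-cAMP and labeled anti-cAMP, 671 nm. Replicates: singlicate.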
N-glyco inh: N-linked glycosylation inhibition. D54 ERlucT glycosylation luciferase reporter, 24 h; percent of 100 nM tunicamycin response. reporter increase, % at 12.5 µM. hit rate 0.23% among 360,000;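 active = mean luciferase reporter signal, scaled so untreated is 0 and the glycosylation-blocking control 100, at or above a set limit in every replicate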;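 also: luciferase carries N-glycosylation sites so blocking glycosylation raises the light; 0% = median of neutral control wells and 100% = median of 100 nM tunicamycin wells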
NCOA2 inhibitor: human SRC2 (NCOA2) inhibition; Q15596; HEK293 GAL4-SRC2 luciferase reporter, luminescence; inhibition, % at 9 µM; hit rate 0.17% among 370,000;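 active = inhibition above the mean inhibition of all tested compounds plus 3 SD, set per campaign, cut at about 52% in these data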;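 also: 0% = DMSO treated cells and 100% = cells given Gossypol at 36 µM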
m5-HT2A agonist: activates the mouse 5-HT2A serotonin receptor | activation, % at 7.6 µM | hit rate 0.66% among 360,000 | CHO-K1 mHTR2A beta-arrestin complementation, luminescence; percent of 30 µM serotonin response;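 active = activation above a run cutoff, the mean activation of all tested compounds plus 3 SD, cut at about 14% in these data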;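 also: 0% = plate median of compound wells and 100% = 30 µM serotonin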
TLR9-MyD88 inh: inhibitors of human TLR9-MyD88 binding | inhibition, % at 4.98 µM | CHO BLA complementation TLR9-MyD88, CCF4 FRET ratio | hit rate 0.21% among 340,000 | Q9NR96+Q99836 | AID 504734;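 active = inhibition above the mean over all tested compounds plus 3 SD, cut at about 21% in these data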;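 also: 0% = DMSO only wells and 100% = clavulanate BLA inhibitor control wells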
ABCB6 inh MLPCN: blocks the human ABCB6 transporter | Q9NP58 | K562-ABCB6 porphyrin accumulation, flow cytometry, 1 h; stronger effect = lower value | fluorescence ratio to DMSO, % at 10 µM | hit rate 0.19% among 360,000;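 active = fluorescence ratio to DMSO below 75%, the collection mean minus 3 SD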;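 also: signal is porphyrin accumulated inside mitochondria; 100% equals median channel fluorescence of DMSO control wells; lower ratio means ABCB6 inhibition with less porphyrin fluorescence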
H9c2 protect: protects H9c2 cardiomyocytes from peroxide injury. H2O2 injury protection, ATPLite, 2 h. protection from H2O2 cell death, % at 20 µM. hit rate 0.63% among 360,000;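 active = compounds giving at least 50% protection of heart cells from peroxide-induced death in the single-dose screen, raw or plate-pattern-corrected value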;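 also: 0% = DMSO wells with peroxide and 100% = DMSO wells without peroxide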
NOD2 RIPK2 PPI: inhibitors of human NOD2-RIPK2 interaction. O43353. CHO BLA complementation NOD2-RIPK2, CCF4 ratio. inhibition, % at 4.98 µM. hit rate 0.38% among 360,000. AID 624267; in the data active = inhibition above about 21%;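 also: 0% = vehicle only and 100% = reference blocker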
ABHD5 PLIN5 PPI: blocks binding of human ABHD5 to perilipin-5; hit rate 0.78% among 360,000; inhibition, % at 4 µM; Q00G26+Q8WTS1; Split G. princeps luciferase complementation, luminescence, 4 h; AID 602281;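 active = inhibition above the mean inhibition across every tested compound plus 3 SD, cut at about 22% in these data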;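 also: 0% = DMSO only wells and the 100% control is not disclosed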
Target sequence (Q00G26 whole entry, looked up): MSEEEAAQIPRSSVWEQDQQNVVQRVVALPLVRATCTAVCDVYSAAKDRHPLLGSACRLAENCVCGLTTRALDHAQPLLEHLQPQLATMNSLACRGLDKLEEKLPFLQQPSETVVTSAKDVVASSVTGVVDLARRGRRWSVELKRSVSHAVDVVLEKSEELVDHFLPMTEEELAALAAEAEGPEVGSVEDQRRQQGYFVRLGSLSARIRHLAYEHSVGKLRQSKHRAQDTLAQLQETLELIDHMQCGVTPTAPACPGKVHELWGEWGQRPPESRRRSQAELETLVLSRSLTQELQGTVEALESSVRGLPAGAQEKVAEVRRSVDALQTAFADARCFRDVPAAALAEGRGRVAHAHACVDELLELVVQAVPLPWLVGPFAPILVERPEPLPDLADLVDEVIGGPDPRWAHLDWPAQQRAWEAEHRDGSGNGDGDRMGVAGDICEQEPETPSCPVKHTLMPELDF
Target sequence (Q8WTS1 whole entry, looked up): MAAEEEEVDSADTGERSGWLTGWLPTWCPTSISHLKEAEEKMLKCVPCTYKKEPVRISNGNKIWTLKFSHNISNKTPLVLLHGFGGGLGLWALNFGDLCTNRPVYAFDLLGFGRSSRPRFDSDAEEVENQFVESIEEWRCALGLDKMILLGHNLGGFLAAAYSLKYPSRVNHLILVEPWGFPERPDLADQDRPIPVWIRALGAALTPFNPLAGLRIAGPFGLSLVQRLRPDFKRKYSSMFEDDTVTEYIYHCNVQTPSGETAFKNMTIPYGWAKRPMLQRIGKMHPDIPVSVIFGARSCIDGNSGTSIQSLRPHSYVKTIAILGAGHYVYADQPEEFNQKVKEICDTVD
MC4R ag barr: human MC4R agonism via beta-arrestin. U2OS MC4R beta-arrestin complementation, luminescence; percent of melanotan II response, DMSO zero. hit rate 0.98% among 360,000. P32245. activation, % at 8.9 µM;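 active = activation above a per-plate cutoff, the mean activation of sample wells on that plate plus 3 SD, cut at about 8% in these data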
* marks the source's active call; other numbers are inactive results; · = not tested or not shown. This is a subset, so the mix of outcomes need not match the whole.

1	Cc1ccc(SCC(=O)NNC(=O)C2CCCCC2)cc1
2	O=C(O)CNC(=O)CCN1C(=O)c2ccccc2C1=O
3	O=C(Cc1cccc(NC(=O)C2CCCN(C(=O)CCc3ccccc3)C2)c1)Nc1cccc(C(=O)N2CCCCC2)c1 (centres undefined)
4	CCOC(=O)c1cccc(NC(=O)CSc2nc(N)cc(N)n2)c1
5	Nc1nc2nc(-c3ccc(F)cc3)cc(C(F)(F)F)n2n1
6	COc1cc(C#Cc2c(-c3cncn3C)n(C)c3ccc(-c4cnc(N5CCOCC5)nc4)cc23)cc(OC)c1
7	O=C(Nc1ccc2c(c1)CCC2)c1ccc(Br)s1
8	CCNC(=O)c1c(NC(=O)c2cc(-c3cc(C)ccc3O)n[nH]2)sc2c1CCCC2

assay / entry,1,2,3,4,5,6,7,8
MC4R antagonist,3,1,4,13,4,7,5,1
N-glyco inh,2,2,-3,0,2,-9,-10,6
NCOA2 inhibitor,-5,1,-18,2,3,-69,-46,-13
m5-HT2A agonist,1,5,-4,-9,5,7,-2,-2
TLR9-MyD88 inh,3,2,-9,-9,6,-6,-6,0
ABCB6 inh MLPCN,99,107,97,92,101,90,94,100
H9c2 protect,-6,4,-14,3,-3,9,-21,10
NOD2 RIPK2 PPI,-2,-11,-2,-5,-9,-5,3,5
ABHD5 PLIN5 PPI,-3,8,-9,8,-2,3,-10,1
MC4R ag barr,-0.2,-1.4,1.7,1.9,0.5,-1.1,3.0,-2.2

9	Cc1ccc(SC2=C(Sc3ccc(C)cc3)C(=O)c3ccccc3C2=O)cc1
10	CCOC(=O)c1ccc(NC(=O)CC2S/C(=N/N=C3/NC(=O)CS3)NC2=O)cc1 (centres undefined)
11	COc1ccc2c(c1)c(C(=O)O)c(C)n2-c1ccc(Cl)cc1
12	CCOC(=O)[C@]12CCC=C1N(Cc1ccco1)C(=O)[C@H](CC(=O)NCc1cccc(C(F)(F)F)c1)C2
13	COP(C)(=O)c1c(C)nn(-c2ccccc2)c1C (centres undefined)
14	OCC[C@@H]1C[C@H](O)[C@@H](O)[C@]2(CCCc3ccccc3O2)O1
15	CCN(CC)CCCNC(=O)CC1Oc2ccc(C)cc2NC1=O (centres undefined)
16	Cc1ccc(-c2cc(C(=O)N3CCN(c4ccccc4O)CC3)c3ccccc3n2)o1

assay / entry,9,10,11,12,13,14,15,16
MC4R antagonist,10,1,-7,·,15,0,7,1
N-glyco inh,10,1,1,·,1,2,1,-6
NCOA2 inhibitor,-55,-7,-6,-6,7,-15,-19,-39
m5-HT2A agonist,2,-3,0,4,-3,0,-1,7
TLR9-MyD88 inh,-2,7,4,·,-2,-6,-6,-5
ABCB6 inh MLPCN,113,85,102,107,102,102,104,96
H9c2 protect,-19,10,8,·,-6,5,-2,-13
NOD2 RIPK2 PPI,7,-5,-3,2,-4,-6,5,3
ABHD5 PLIN5 PPI,25*,-6,-6,12,1,10,-8,9
MC4R ag barr,-1.5,-2.5,-1.3,·,1.4,-0.5,-0.3,-2.5

17	COc1ccc(N2CC(NC(=O)c3cccc4ccccc34)CC2=O)cc1OC (centres undefined)
18	CCOC(=O)C1CCN(c2c(C(=O)c3ccccc3)cnc3ccc(Cl)cc23)CC1
19	O=[N+]([O-])c1cccc(N/N=C/c2ccc(N3CCOCC3)cc2)c1
20	O=C(CCCN1C(=O)/C(=C/c2ccccc2)SC1=S)NCCCn1ccnc1
21	Cc1ccc(CNC(=O)CN2NS(=O)(=O)c3ccccc3C2=O)cc1
22	COc1ccc(NC(C)C(=O)Nc2ccc(C#N)cc2)cc1Cl (centres undefined)
23	COc1cccc(CNC(=O)C(C)n2nc(C)n3c(cc4occc43)c2=O)c1 (centres undefined)
24	COC(=O)c1ccc(OC(=O)C2CSC3(C)CCC(=O)N23)cc1 (centres undefined)

assay / entry,17,18,19,20,21,22,23,24
MC4R antagonist,4,18,-1,-6,6,6,-2,7
N-glyco inh,4,0,7,-2,1,-1,0,0
NCOA2 inhibitor,-22,-9,-51,42,-24,8,-32,-33
m5-HT2A agonist,10,1,-6,0,-2,-1,2,-1
TLR9-MyD88 inh,2,-3,4,-2,3,5,13,1
ABCB6 inh MLPCN,94,99,96,100,104,93,98,97
H9c2 protect,0,-5,13,-8,-2,-2,4,8
NOD2 RIPK2 PPI,-5,2,5,-6,-11,7,-4,-2
ABHD5 PLIN5 PPI,3,1,-3,8,-5,-7,6,-1
MC4R ag barr,-4.6,-0.4,-3.0,-0.2,0.8,2.3,-3.0,1.0

Three compounds already listed, ordered by their value in NOD2 RIPK2 PPI, largest number first.
| nr | canonical_smiles | NOD2 RIPK2 PPI |
| --- | --- | --- |
| 22 | COc1ccc(NC(C)C(=O)Nc2ccc(C#N)cc2)cc1Cl (centres undefined) | 7 |
| 24 | COC(=O)c1ccc(OC(=O)C2CSC3(C)CCC(=O)N23)cc1 (centres undefined) | -2 |
| 20 | O=C(CCCN1C(=O)/C(=C/c2ccccc2)SC1=S)NCCCn1ccnc1 | -6 |

Returning to the listing, starting 2 compounds before the break.
23	COc1cccc(CNC(=O)C(C)n2nc(C)n3c(cc4occc43)c2=O)c1 (centres undefined)
24	COC(=O)c1ccc(OC(=O)C2CSC3(C)CCC(=O)N23)cc1 (centres undefined)
25	CCOC1=C2[C@H](c3ccccc3Cl)N(S(=O)(=O)c3ccc(C)cc3)C[C@H]2C(C#N)(C#N)C(C#N)(C#N)C1
26	CN(c1ccccc1)S(=O)(=O)c1ccc(NC(=S)Nc2ccccc2)cc1
27	C=Cn1cc[n+](CC(=O)c2ccc(OC)c(OC)c2)c1
28	CCOCCCNC(=O)c1ccc2c(c1)ncn2C1CCCC1
29	CN(CC(=O)NCc1ccccn1)S(=O)(=O)c1ccc(F)cc1
30	C=CCn1c(SCC(=O)NC(=O)NC2CCCC2)nnc1C1CCCCC1
31	CCCCNC(=O)c1cccc(NC(=O)C(=O)c2ccccc2NC(C)=O)c1
32	COC(=O)c1sc(S(=O)(=O)N2CCCCC2C(=O)O)c(C(=O)OC)c1C (centres undefined)

assay / entry,23,24,25,26,27,28,29,30,31,32
MC4R antagonist,-2,7,·,13,9,1,21,4,4,13
N-glyco inh,0,0,10,3,2,4,-2,0,0,-1
NCOA2 inhibitor,-32,-33,3,16,-3,-37,0,1,-1,-3
m5-HT2A agonist,2,-1,2,0,2,1,0,-3,1,0
TLR9-MyD88 inh,13,1,·,-5,1,-1,-6,4,1,5
ABCB6 inh MLPCN,98,97,98,98,97,94,98,97,97,90
H9c2 protect,4,8,8,-5,-7,1,-8,10,0,2
NOD2 RIPK2 PPI,-4,-2,-8,1,-4,-5,-13,-8,4,-2
ABHD5 PLIN5 PPI,6,-1,3,-5,-1,-7,-3,-4,1,-1
MC4R ag barr,-3.0,1.0,·,-3.5,-1.9,0.8,2.6,-1.9,-2.0,-1.9

33	CCOC(=O)CC(NC(=O)CCc1c(C)nc2ncnn2c1C)c1ccc(OC(C)C)cc1 (centres undefined)
34	CN(C)CCCN(C(=O)c1ccco1)c1nc(-c2ccc(Cl)cc2)cs1
35	CCOC(=O)c1ccccc1NC(=O)CCNC(=O)Cn1cnc2ccccc2c1=O
36	NS(=O)(=O)c1cccc(NC(=O)c2ccc(NS(=O)(=O)c3cccc([N+](=O)[O-])c3)cc2)c1
37	O=[N+]([O-])c1ccc(Br)c(CN2CCN(c3ncc(Cc4ccccc4)cn3)CC2)c1
38	Cc1cc(C)c(OCC(=O)OCC(=O)N2CCN(C(=O)c3ccco3)CC2)c(C)c1
39	COc1ccccc1CNC(=O)Cc1c[nH]c2ccccc12
40	CCOC(=O)N1CCc2c(sc3c2c(=O)n(-c2ccc(CC)cc2)c(=O)n3CC(=O)NCC2CCCO2)C1 (centres undefined)

assay / entry,33,34,35,36,37,38,39,40
MC4R antagonist,6,-1,13,-2,·,5,0,4
N-glyco inh,-1,4,1,-1,·,1,0,0
NCOA2 inhibitor,16,-6,-7,8,-5,-9,-32,·
m5-HT2A agonist,2,-9,5,0,0,19*,0,11
TLR9-MyD88 inh,-1,-2,-10,5,·,2,2,-11
ABCB6 inh MLPCN,103,98,106,89,·,99,101,103
H9c2 protect,-2,9,6,2,·,1,-8,0
NOD2 RIPK2 PPI,-2,1,-4,-5,2,1,-2,-7
ABHD5 PLIN5 PPI,-3,7,4,6,-14,0,1,8
MC4R ag barr,-0.8,1.7,-0.9,-2.2,·,-1.8,1.2,-0.9

41	O=C(NC(Cc1ccccc1)C(=O)NCCc1ccccn1)c1cccs1 (centres undefined)
42	Cc1[nH]c2ccccc2c1C(=O)C(=O)N1CCN(c2cccc(Cl)c2)CC1
43	Cc1cccc(Nc2nc(-c3ccccc3)c(C(=O)Nc3cccnc3)s2)c1
44	CCOC(=O)CCC(=O)NNC(=O)COc1ccc(C(C)C)cc1Br
45	Cc1cc(C)nc(N2C(=O)CC(Cc3ccccc3)C2=O)n1 (centres undefined)
46	O=C(NCCN1CCOCC1)c1ccc(F)cc1
47	CS(=O)(=O)N1CCN(C(=O)c2ccc3c(c2)OCCO3)CC1
48	CCCCNC(=O)NNc1nc(Cl)cc(C)c1C#N

assay / entry,41,42,43,44,45,46,47,48
MC4R antagonist,-2,-9,8,3,0,-6,0,7
N-glyco inh,0,1,-5,-2,4,2,2,-3
NCOA2 inhibitor,8,-3,26,-16,-6,3,22,5
m5-HT2A agonist,-5,5,2,1,4,7,1,-2
TLR9-MyD88 inh,-10,-3,-1,10,-5,-25,0,-1
ABCB6 inh MLPCN,101,101,99,100,82,96,99,96
H9c2 protect,0,-5,23,0,1,-2,1,-17
NOD2 RIPK2 PPI,-6,4,1,2,-19,-5,2,-6
ABHD5 PLIN5 PPI,8,10,-2,0,1,-4,-7,-9
MC4R ag barr,-0.2,3.0,-0.8,-2.5,-1.4,-0.2,-1.1,-1.8

49	CCCC(=O)Nc1cc(C)c2c(=O)oc3ccccc3c2n1
50	Cn1cc(-c2coc3c(C(=O)NCc4cccnc4)cccc23)cn1
51	O=C(O)/C=C/c1ccc(S(=O)(=O)Nc2ccc(OCc3ccccc3)cc2)cc1
52	COc1ccccc1N(C)S(=O)(=O)c1ccc(Cl)c(C(=O)NCCCN2CCOCC2)c1

assay / entry,49,50,51,52
MC4R antagonist,0,11,0,18
N-glyco inh,6,0,2,2
NCOA2 inhibitor,-20,-24,30,-5
m5-HT2A agonist,-4,9,-2,-4
TLR9-MyD88 inh,10,·,0,-4
ABCB6 inh MLPCN,95,99,96,98
H9c2 protect,104*,6,0,6
NOD2 RIPK2 PPI,-4,-5,-23,1
ABHD5 PLIN5 PPI,-4,16,-3,-4
MC4R ag barr,-0.7,0.5,0.1,-1.2
